HEK293 cAMP ctrl – parental HEK293 cAMP activation (counter-screen); AID 938; Potency, µM (highest dose often 57.1 µM), inactives show top-dose activation, hits mostly activators; 73,000 compounds, 2.5% hits; parental HEK293 CNG cAMP sensor, membrane potential fluorescence; note: potency is the fitted concentration of half-maximal effect; % of control where 0% means no effect; nearly all actives have a fitted effect of over 55% in size
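Parental HEK 293 cells stably expressing a modified CNG channel (no TSHR) report cAMP rise as membrane depolarization. Membrane potential dye with 100 uM RO 20-1724 was loaded for 60 min at room temperature, then compound added for 30 min; fluorescence read at 590 nm.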
A350 fluor – compounds fluorescent in Alexa 350 spectral region | Compound autofluorescence, 340/450 nm, Alexa 350 dye-equivalents; stronger effect = higher value | max dye-equivalent concentration, M | 59,000 compounds, 11% hits; in the data active = max dye-equivalent concentration above about 10 nM; inconclusive = mostly about 1.1 nM to 9.6 nM
Ub-GFP proteasome – ubiquitin-GFP accumulation via proteasome inhibition | Potency, µM (series often up to 45.9 µM), inactives show at the highest dose activation (GFP accumulation), usual class: activators | Ubiquitin-GFP reporter cells, proteasome inhibition, GFP fluorescence; response scale: untreated = 0%, 10 µM MG-132 = 100% | 67,000 tested, under 10 active; active = well fitted activation curve with a large enough effect, not every such curve was filed as active; inconclusive = small, poorly fitted or top-dose-only effect, or another doubt; inactive = no such curve, though single readings can be large or run the other way; note: potency is the fitted concentration of half-maximal effect
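U2OS Ub(G76V)-GFP reporter; O/N plating, 0.5% FBS; cpd 46 uM–2.9 nM, 4 h, 37 °C; GFP+ cell count, 488/515 nm; norm. to basal vs 10 uM MG-132; CRC fit.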
4-MU autofl – compound fluoresces in the 4-MU spectral region. compound autofluorescence, 340/450 nm, 4-MU equivalents; stronger effect = higher value. 59,000 compounds, 11% hits. AID 589. max dye-equivalent concentration, M; in the data active = max dye-equivalent concentration above about 10 nM; inconclusive = mostly about 1.1 nM to 9.6 nM
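Compounds in 100 mM Tris, pH 8.0, sat 15 min at room temperature before fluorescence was read at 340 nm excitation/450 nm emission; a per-plate six-point 4-MU standard curve converted signals to dye-equivalent concentration at each compound concentration.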
Fluorescein fluor – compound autofluorescence in fluorescein spectral region; Compound autofluorescence, 480/540 nm, fluorescein-equivalent; stronger effect = higher value; max fluorescein-equivalent concentration, M; 59,000 compounds, 0.91% hits; AID 593; in the data active = max fluorescein-equivalent concentration above about 10 nM; inconclusive = between about 1.1 nM and that limit
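Normalized response (dye-equivalent concentration) derives from comparing each well's 540 nm emission, under 480 nm excitation, with plate-resident fluorescein standards. Compounds were held in 100 mM Tris, pH 8.0, for 15 min at room temperature.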
Casp7 inh – allosteric or competitive inhibitors of human caspase-7; P55210; recombinant caspase-7, Ac-DEVD-AFC fluorescence rate; Potency, µM (series often up to 57.5 µM), for the others: top-dose activity change, negative = inhibition, hits mostly inhibitors; 75,000 compounds, 0.02% hits; AID 889; active = well fitted inhibition curve with a large enough effect in the main read-out, with a control signal flat, not every such curve was filed as active; inconclusive = small, poorly fitted or top-dose-only effect, or a change in a side signal; note: potency is the fitted concentration of half-maximal effect; % of control where 0% means no effect
Target sequence (P55210 24-198 limits assumed): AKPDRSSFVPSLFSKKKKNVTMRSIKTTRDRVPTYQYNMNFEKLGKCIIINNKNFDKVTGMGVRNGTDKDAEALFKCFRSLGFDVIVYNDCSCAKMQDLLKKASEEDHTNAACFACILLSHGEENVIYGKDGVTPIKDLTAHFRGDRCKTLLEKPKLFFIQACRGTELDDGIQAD
Target sequence (P55210 207-303 limits assumed): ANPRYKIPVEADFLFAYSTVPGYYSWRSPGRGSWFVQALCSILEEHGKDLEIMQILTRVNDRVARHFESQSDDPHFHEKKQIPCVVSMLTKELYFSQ
BRCT inh green – inhibitors of human BRCA1 BRCT-phosphoprotein interaction (green fluorophore); Potency, µM (series often up to 76.9 µM), for the others: at the highest dose activity change, negative = inhibition, usual class: inhibitors; BRCA1 BRCT-phosphopeptide binding, green fluorescence polarization; P38398; 75,000 compounds, 0.05% hits;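 note: potency is the fitted concentration of half-maximal effect; plate controls were peptide without protein for full effect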
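Compounds were incubated for 12 min at room temperature with a complex of 100 nM fluorescein-tagged pBACH1 decapeptide and 250 nM His-tagged BRCT protein. Buffer was phosphate pH 7.3 with EDTA, DTT and Tween 20. Disruption of binding lowers the polarization signal.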
USP2a inhib – USP2a (human) protease inhibition. USP2a enzymatic assay, qHTS inhibition. Potency, µM (top dose mostly 38.3 µM), without a hit: at the highest dose activity change, negative = inhibition, hits mostly inhibitors. 60,000 compounds, 0.1% hits. O75604. AID 927;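 note: potency is the fitted concentration of half-maximal effect; nearly all actives have a fitted effect of over 60% in size; plate controls were DMSO for no effect and NEM full inhibition control for full effect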
Target sequence (O75604 whole entry, looked up): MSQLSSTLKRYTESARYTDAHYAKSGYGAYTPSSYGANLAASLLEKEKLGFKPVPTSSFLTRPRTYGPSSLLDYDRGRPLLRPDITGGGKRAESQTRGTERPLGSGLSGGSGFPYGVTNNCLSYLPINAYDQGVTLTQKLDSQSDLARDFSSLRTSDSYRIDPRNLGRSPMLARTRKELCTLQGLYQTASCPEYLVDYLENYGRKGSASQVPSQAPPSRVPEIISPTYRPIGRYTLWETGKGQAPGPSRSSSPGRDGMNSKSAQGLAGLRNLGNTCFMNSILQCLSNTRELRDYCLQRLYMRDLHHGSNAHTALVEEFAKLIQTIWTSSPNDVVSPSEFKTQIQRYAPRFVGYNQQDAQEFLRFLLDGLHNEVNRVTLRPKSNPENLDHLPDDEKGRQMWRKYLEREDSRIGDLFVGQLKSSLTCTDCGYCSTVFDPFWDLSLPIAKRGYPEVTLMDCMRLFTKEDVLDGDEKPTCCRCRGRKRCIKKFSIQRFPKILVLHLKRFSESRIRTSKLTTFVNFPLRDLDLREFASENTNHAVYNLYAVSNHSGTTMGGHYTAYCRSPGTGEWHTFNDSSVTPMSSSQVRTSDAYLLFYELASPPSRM
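USP2 core (20nM final) preincubated 30 min RT with compound, then Ub-PLA2 20nM and NBD C6-HPC 20uM final added; buffer 20mM Tris-HCl pH 8.0, 2mM CaCl2. Fluorescence Ex 460/Em 535 read at 0 and 2.5 h; normalized to NEM.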
Epigenetic mod – epigenetic GFP locus derepression in mouse cells. mouse C127i GFP locus derepression, cytometry, 30 h. Potency, µM (titrated, usually from 46.1 µM), without a hit: at the highest dose GFP derepression (activation). 68,000 compounds, 0.09% hits. AID 597; note: % of control where 0% means no effect
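Derepression screen: silenced CMV-GFP reporter in murine C127i cells, 30 h compound incubation at 37 C, washed cells imaged by laser-scanning cytometer to enumerate GFP-expressing objects of 20 to 120 um.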
Caspase-1 inhib – blocks human caspase-1 allosterically or competitively; P29466; Caspase-1 enzyme, Ac-WEHD-AFC fluorogenic rate; Potency, µM (doses to about 57.5 µM), for inactives: at the highest dose activity change, negative = inhibition, most hits filed as inhibitors; 75,000 compounds, 0.03% hits; AID 900;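 note: potency is the fitted concentration of half-maximal effect; plate controls were vehicle for no effect and no substrate for full effect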
BRCT PPI red – BRCT-phosphoprotein interaction inhibition (red fluorophore) | P38398 | BRCT-phosphopeptide binding, red fluorescence polarization | Potency, µM (titrated, usually from 76.9 µM), inactives show at the highest dose activity change, negative = inhibition, actives largely listed as inhibitors | 75,000 compounds, 0.03% hits; note: % is set by controls: 0 for no effect and ±100 for the full control effect
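Fluorescence polarization: 100 nM His-tagged BRCA1 BRCT with 100 nM TAMRA-labelled phospho-BACH1 decapeptide, phosphate buffer pH 7.3 with 150 mM NaCl, DTT, 0.01% Tween 20; 12 min RT. Binding inhibition seen as FP decrease.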
Active calls of the source: *; i = inactive; ? = inconclusive; / = no result given; [ ] = another dose, or the depositor's remark. Unless noted, calls come from the whole dose curve; as a rule, active = well fitted curve in the direction sought with a large enough effect; inconclusive = small, poorly fitted or top-dose-only effect, or another doubt; inactive = no such curve, though single readings can be large; an effect the other way counts as inactive or inconclusive. This is a subset, so the mix of outcomes need not match the whole.

SMILES | HEK293 cAMP ctrl | A350 fluor | Ub-GFP proteasome | 4-MU autofl | Fluorescein fluor | Casp7 inh | BRCT inh green | USP2a inhib | Epigenetic mod | Caspase-1 inhib | BRCT PPI red
Cn1c(=O)c2c(-c3ccc(C(C)(C)C)cc3)n(N3CCOCC3)cc2n(C)c1=O | 5% | i | 10% | i | i | -1% | -1.6% | 5% | 2% | 0% | 0.4%
Cc1cnc(CNc2ncnc3ccc(-c4ccccc4Cl)cc23)cn1 | ? | i | -1% | i | i | -10% | 1.7% | 268%[activator] | -3%[9.22 µM] | -5% | 1.4%
CCN(C(=O)c1cn(C)c(=O)c2cc(OC)c(OC)cc12)c1cc(C)ccc1C | 3% | i | 3% | i | i | -2% | 1.4% | 7% | -4% | 1% | 0.0%
CN(C)/C=C1/C(=O)Nc2ccccc21 | 4%[11.4 µM] | / | 3%[9.17 µM] | / | / | -1% | -2.6% | -1%[7.66 µM] | 0% | 1% | 0.1%
Cc1ccc(-n2nc3c(c2NC(=O)c2ccc4c(c2)OCO4)CSC3)cc1 | 28% | i | -2% | i | i | 1% | -2.8% | 9% | 2% | -2% | 0.2%
CC1CCCCN1CCNC(=O)c1cc2c(-c3ccccc3F)nn(C)c2s1 (stereo not drawn) | 21% | / | 4% | / | / | 0% | 8.7% | / | / | 1% | -2.8%
CCOC(=O)N1CCN(CCC(=O)Nc2ccc(C)c(Br)c2)CC1 | 5% | ? | -2% | i | i | 1% | -3.4% | 2% | 6% | -2% | 0.6%
O=C(CCS(=O)(=O)c1ccc(Br)cc1)N1CCN(c2ccccc2)CC1 | ? | ? | -8% | ? | ? | -2% | 0.7% | 6% | 0% | 1% | -1.0%
CCOc1ccc(S(=O)(=O)n2ccnc2)c2ccccc12 | 20% | / | -6% | / | / | -1% | -1.8% | / | / | 0% | 0.3%
O=C1C2C3C=CC(CO)(O3)C2C(=O)N1c1ccccc1-c1ccccc1 (stereo not drawn) | 10%[11.4 µM] | / | -22%[9.17 µM] | / | / | -1% | -2.8% | 5%[7.66 µM] | 3% | -1% | -0.3%
Cc1cccc(C)c1NC(=O)CCCSc1nnnn1C | 11% | i | 3% | i | ? | -2% | -0.4% | -5% | 1% | 0% | 0.7%
CC(C)(C)c1nnc(NC(=O)C2CCN(c3ncccn3)CC2)s1 | ? | i | 9% | i | i | -1% | -2.9% | 7% | 1% | -1% | -2.9%
CCN(Cc1ccccc1)C(=O)CSc1nc(C)cc(C)c1C#N | 24% | / | 3% | / | / | 0% | 0.3% | / | / | -1% | -0.3%
CCOC(=O)CSc1nnc(CSc2nc(C)cc(C)n2)n1Cc1ccco1 | ? | i | -9% | i | i | 0% | -2.3% | -2% | 0% | 0% | -1.7%
Cc1nc2sc(C(c3ccco3)N3CCN(C(c4ccccc4)c4ccccc4)CC3)c(O)n2n1 (stereo not drawn) | 29% | / | 4% | / | / | 1% | -1.4% | / | / | -2% | 2.7%
NC(=O)c1cc[n+](CC2=C(C(=O)O)N3C(=O)[C@@H](NC(=O)[C@H](c4ccccc4)S(=O)(=O)[O-])[C@@H]3SC2)cc1 | 4%[25.6 µM] | i | -4%[20.5 µM] | i | ? | 0%[25.7 µM] | -0.7%[34.4 µM] | -14%[17.1 µM] | 0%[20.6 µM] | -4%[25.7 µM] | -0.1%[34.4 µM]
Cc1n[nH]c(=S)n(/N=C/c2ccccn2)c1=O | 6% | / | -9% | / | / | -1% | -2.3% | -2% | -5% | -2% | 0.1%
Cc1ccc(-c2nnc(N3CCN(C(=O)CSc4ncn[nH]4)CC3)c3ccccc23)cc1 | 5% | i | -4% | i | i | -1% | -2.0% | 8% | 9% | 1% | -0.1%
COC(=O)c1cccc(Oc2nc3c(c(=O)n(C)c(=O)n3C)n2C(C)C)c1 | 4% | / | 4% | / | / | 1% | -1.4% | / | / | -1% | -4.3%
CCC(Sc1nncn1C)C(=O)Nc1nnc(-c2ccccc2Cl)s1 (stereo not drawn) | -10% | / | -1% | / | / | 0% | -2.1% | / | / | -2% | -0.2%
Cc1nn(-c2ccccc2)c(Cl)c1C(=O)Nc1nnc(C2CCCC2)s1 | 4% | i | -3% | i | i | -2% | 1.1% | 15% | 3% | -6% | -2.9%
COc1ccc(C(=O)CSc2nnc(-c3ccccn3)n2Cc2ccco2)cc1 | ? | i | 3% | i | i | -8% | -1.6% | 17% | 9% | -11% | -0.5%
COc1ccc(C(=O)N2CCC[C@@]3(CCN(Cc4cc(C(F)(F)F)cc(C(F)(F)F)c4)C3)C2)cc1 | -6% | i | 0% | i | i | -5% | 0.8% | ? | 0%[9.22 µM] | -7% | -0.8%
COC(=O)C1CCN(C(=O)Cc2ccc(OC)c(OC)c2)CC1 | 5% | i | 4% | i | i | -2% | -1.0% | -8% | 0% | -2% | -1.5%
CCOC(=O)c1cccc(NC(=O)c2cccnc2)c1 | 4% | / | 10% | / | / | 1% | -1.4% | 6% | -2% | 0% | 0.2%
COC(=O)c1ccc(O)c(Sc2cc(C(=O)OC)ccc2O)c1 | 10% | i | 0% | i | ? | 2% | -0.4% | 5% | 2% | -1% | -2.6%
CCCNc1ncnc2[nH]ncc12 | 9%[11.4 µM] | i | -2%[9.17 µM] | i | ? | 2%[11.5 µM] | -0.6%[15.4 µM] | / | 0%[9.22 µM] | 1%[11.5 µM] | -0.4%[15.4 µM]
CCCc1cc(C(=O)OC)c(NC(=O)OCC)s1 | 6% | i | 1% | i | i | -2% | -1.5% | -2% | 0% | 1% | -1.6%
COC(=O)CCC/C=C1/SCC(NC(=O)c2ccccc2)C1O (stereo not drawn) | -4% | i | -8% | i | ? | 1% | -0.9% | -14% | -2% | 0% | -0.9%
COc1cccc(NC=C2C(=O)OC(C)(C)OC2=O)c1 | 10%[11.4 µM] | / | 0%[9.17 µM] | / | / | 0% | 0.9% | 5%[7.66 µM] | 0% | 0% | -1.7%

An excerpt from above, reduced to BRCT inh green:
canonical_smiles	BRCT inh green
CCOC(=O)c1cccc(NC(=O)c2cccnc2)c1	-1.4%
COC(=O)c1ccc(O)c(Sc2cc(C(=O)OC)ccc2O)c1	-0.4%

Remaining list, next part.
SMILES | HEK293 cAMP ctrl | A350 fluor | Ub-GFP proteasome | 4-MU autofl | Fluorescein fluor | Casp7 inh | BRCT inh green | USP2a inhib | Epigenetic mod | Caspase-1 inhib | BRCT PPI red
COC(=O)CC1SC(=O)NC1=Nc1ccc(C)cc1 (stereo not drawn) | 3% | i | 2% | i | i | -2% | -1.1% | 4% | 0% | 2% | -1.0%
Cc1cc(OCC(=O)N2CCCC2)ccc1Cl | 8%[11.4 µM] | / | -17%[9.17 µM] | / | / | 2% | 1.5% | 2%[7.66 µM] | 0% | -1% | -0.9%
O=C(c1ccc(S(=O)(=O)NCC2CCCO2)cc1)N1CCc2ccccc21 (stereo not drawn) | 18% | i | 10% | i | ? | -1% | 0.1% | 15% | 0% | -1% | 1.1%
CCCc1cc(=O)oc2cc(Oc3ncccn3)ccc12 | 5% | 4.4e-07M* | -3% | 4.7e-07M* | i | -2% | -1.7% | 0% | -1% | -3% | -0.7%
CC(=O)C1=C(O)CCC1=N | 1% | ? | ? | ? | ? | -2% | -1.5% | -7% | 0% | -1% | 0.0%
O=C1OCCC1Sc1nc2cc(Cl)ccc2s1 (stereo not drawn) | -1% | i | 2% | i | ? | -1% | -1.8% | 3% | 1% | 1% | 0.1%
CC1(C)[C@@H]2CC[C@@]1(C)C(=O)C2 | 28% | / | / | / | / | 1% | -1.6% | / | / | -3% | 1.6%

Record cards, as listed above:
O=C(c1ccc(S(=O)(=O)NCC2CCCO2)cc1)N1CCc2ccccc21 (stereo not drawn) across the screens: HEK293 cAMP ctrl = 18%; A350 fluor = i; Ub-GFP proteasome = 10%; 4-MU autofl = i; Fluorescein fluor = ?; Casp7 inh = -1%; BRCT inh green = 0.1%; USP2a inhib = 15%; Epigenetic mod = 0%; Caspase-1 inhib = -1%; BRCT PPI red = 1.1%
CCCc1cc(=O)oc2cc(Oc3ncccn3)ccc12 across the screens: HEK293 cAMP ctrl = 5%; A350 fluor = 4.4e-07M*; Ub-GFP proteasome = -3%; 4-MU autofl = 4.7e-07M*; Fluorescein fluor = i; Casp7 inh = -2%; BRCT inh green = -1.7%; USP2a inhib = 0%; Epigenetic mod = -1%; Caspase-1 inhib = -3%; BRCT PPI red = -0.7%
CC1(C)[C@@H]2CC[C@@]1(C)C(=O)C2 across the screens: HEK293 cAMP ctrl = 28%; A350 fluor = /; Ub-GFP proteasome = /; 4-MU autofl = /; Fluorescein fluor = /; Casp7 inh = 1%; BRCT inh green = -1.6%; USP2a inhib = /; Epigenetic mod = /; Caspase-1 inhib = -3%; BRCT PPI red = 1.6%
